mIAP block – mouse IAP inhibition | inhibition, % at 10 µM | hit rate 0.2% among 330,000 | purified mouse IAP, CDP-Star luminescence, 30 min;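 active = inhibition of at least 40% at 10 µM in the primary screen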;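 note: plate controls were DMSO with enzyme for no effect and no enzyme wells for full effect; values of inactives mirror those of a sister screen read the other way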
hIAP act – human IAP activation; P09923; purified human IAP, CDP-Star luminescence, 30 min; hits give high values; 1 = vehicle-only enzyme, 0 = enzyme-free background; activation factor at 10 µM; hit rate 0.16% among 330,000; AID 2524;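 active = activation factor of the enzyme at least 2-fold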; note: the source names both 10 and 20 µM as test concentration; values of inactives mirror those of a sister screen read the other way
mIAP activ – mouse IAP activation; muIAP, CDP-Star luminescence, 30 min; hits give high values; 1 = vehicle-only enzyme signal, 0 = enzyme-free wells; activation factor at 10 µM; hit rate 0.24% among 330,000; AID 2805;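 active = activation factor of at least 2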; note: the source names both 10 and 20 µM as test concentration; values of inactives mirror those of a sister screen read the other way
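Assay system: mouse IAP enzyme; reagent: chemiluminescent substrate CDP-Star; dosing: test compounds delivered from DMSO solution; schedule: 30 min at room temperature; measured by: luminescence from enzymatic CDP-Star hydrolysis; controls: DMSO-only wells and no-enzyme negative control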
ATG4B inh – inhibitors of human ATG4B cysteine protease | Q9Y4P1 | ATG4B cleavage of LC3-PLA2, NBD-HPC fluorescence, 1 h | inhibition, % at 8.33 µM | hit rate 0.51% among 340,000 | AID 504462; in the data active = inhibition above about 40%
PfG6PD inh – PfG6PD (Plasmodium falciparum) enzyme inhibition | PfGluPho enzyme, NADPH resazurin-diaphorase fluorescence | inhibition, % at 20 µM | hit rate 0.78% among 350,000 | AID 504690;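 active = inhibition reaching at least a set limit at 20 µM in the primary screen, cut at about 59% in these data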;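 note: 0% = DMSO wells with substrate and 100% = DMSO wells lacking glucose-6-phosphate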
hIAP block – human IAP inhibition. P09923. inhibition, % at 10 µM. AID 2544. purified IAP, CDP-Star luminescence, 30 min. hit rate 0.12% among 330,000;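 active = inhibition reaching a set limit with compound at 10 µM in the primary screen, cut at about 35% in these data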;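 note: plate controls were DMSO wells with enzyme for no effect and no-enzyme buffer wells for full effect; values of inactives mirror those of a sister screen read the other way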
A3A deaminase – blocks human APOBEC3A ssDNA deamination; hit rate 0.41% among 330,000; recombinant A3A, FAM/TAMRA ssDNA deamination fluorescence; AID 493011; inhibition, % at 20 µM; P31941;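 active = at least 40% inhibition at 20 µM here, with at most 30% in a related deaminase screen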;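 note: plate controls were A3A with DMSO for no effect and wells lacking A3A enzyme for full effect; some results filed as inactive read as strong as hits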
HKDC1 inh – blocks human hexokinase HKDC1 activity; Q2TB90; recombinant HKDC1, G6PDH/diaphorase resazurin coupled fluorescence; inhibition, % at 20 µM; hit rate 0.16% among 340,000;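 active = inhibition above about 35% when tested at 20 µM, limit read from the data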;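 note: plate controls were DMSO wells with enzyme for no effect and DMSO wells lacking enzyme for full effect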
Target sequence (Q2TB90 whole entry, looked up): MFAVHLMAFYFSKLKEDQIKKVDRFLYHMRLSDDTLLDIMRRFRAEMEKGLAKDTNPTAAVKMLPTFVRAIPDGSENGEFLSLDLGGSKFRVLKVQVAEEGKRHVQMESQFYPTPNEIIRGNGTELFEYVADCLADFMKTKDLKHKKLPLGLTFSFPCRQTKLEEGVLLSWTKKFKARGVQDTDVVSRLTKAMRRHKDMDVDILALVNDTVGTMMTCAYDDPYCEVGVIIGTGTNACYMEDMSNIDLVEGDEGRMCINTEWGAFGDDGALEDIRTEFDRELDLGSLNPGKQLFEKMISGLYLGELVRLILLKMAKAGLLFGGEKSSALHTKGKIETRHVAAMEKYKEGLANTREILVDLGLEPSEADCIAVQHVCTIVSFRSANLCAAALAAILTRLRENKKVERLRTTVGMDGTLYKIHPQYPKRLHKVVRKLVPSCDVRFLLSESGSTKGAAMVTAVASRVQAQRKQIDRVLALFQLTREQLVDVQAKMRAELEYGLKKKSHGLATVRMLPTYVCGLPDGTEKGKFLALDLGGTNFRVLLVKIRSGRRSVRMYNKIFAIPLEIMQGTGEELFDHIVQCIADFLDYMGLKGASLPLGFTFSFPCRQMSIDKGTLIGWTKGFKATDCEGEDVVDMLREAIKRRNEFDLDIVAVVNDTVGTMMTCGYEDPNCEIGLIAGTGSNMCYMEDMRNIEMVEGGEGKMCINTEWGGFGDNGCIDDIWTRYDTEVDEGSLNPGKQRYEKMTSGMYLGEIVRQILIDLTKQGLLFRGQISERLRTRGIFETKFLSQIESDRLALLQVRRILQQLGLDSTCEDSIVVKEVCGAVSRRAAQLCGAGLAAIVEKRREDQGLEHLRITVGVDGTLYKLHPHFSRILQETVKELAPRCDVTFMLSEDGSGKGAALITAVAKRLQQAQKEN
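Material – in-house recombinant HK5 (HKDC1) enzyme · Quantity – HKDC1 at 5 µg/mL · Buffer or medium – pH 8.0 Tris buffer with 10 mM MgCl2 · Reagent – glucose with 1 mM ATP · Dosing – single 20 µM dose · Times – reaction time 90 min, room temperature, protected from light · Technique – resorufin fluorescence at 613 nm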
An asterisk follows results filed as active; / = not tested or not shown.

mIAP block | hIAP act | mIAP activ | ATG4B inh | PfG6PD inh | hIAP block | A3A deaminase | HKDC1 inh | compound
-5 | 1.1 | 1.1 | 28 | 9 | -6 | 6 | -5 | O=C(NC(=S)NCCc1ccccc1)c1ccccc1
8 | 0.93 | 0.92 | 0 | 15 | 7 | 2 | 14 | NC(=O)CC[C@@H]1NC(=O)[C@H](CO)NC(=O)c2cc([N+](=O)[O-])cc(I)c2NCCCC[C@@H](C(N)=O)NC(=O)[C@H](Cc2ccc(O)cc2)NC1=O
2 | 0.89 | 0.98 | 4 | -4 | 11 | 0 | 2 | Cc1cc(NC(=O)c2cc(C(C)C)on2)nn1Cc1ccc(Cl)cc1
2 | 0.84 | 0.98 | -2 | 23 | 16 | 6 | -5 | O=C(Nc1nc(-c2cccnc2)cs1)c1ccc([N+](=O)[O-])cc1
0 | 1.3 | 1 | 4 | -1 | -29 | 0 | -6 | CN(C)CCN(C(=O)CCS(=O)(=O)c1ccccc1)c1nc2cc3c(cc2s1)OCO3
-3 | 0.93 | 1 | -17 | 0 | 7 | 1 | -4 | CCCCNC(=O)CSc1nc2ccc(C)cc2[nH]1
1 | 1.3 | 0.99 | -7 | 22 | -25 | 1 | -4 | Cc1c(C(=O)NCCN2C(=O)S/C(=C\c3cccnc3)C2=O)cccc1[N+](=O)[O-]
-2 | 0.94 | 1 | 5 | 1 | 6 | -3 | -2 | O=C(COC(=O)CC1CCCC1)Nc1ccc(Cl)cn1
1 | 1.2 | 0.99 | 1 | 8 | -21 | -4 | -5 | CN1CCN(C(=O)C2CCCN(S(=O)(=O)c3ccccc3)C2)CC1 (stereo not given)
0 | 0.95 | 1 | 5 | -6 | 5 | 4 | 0 | Cc1ccc(CNC(=O)CCNC(=O)Cn2ccc3ccccc3c2=O)cc1
-3 | 1.1 | 1 | -6 | -3 | -8 | 3 | 4 | CC(NS(=O)(=O)c1ccc(Br)cc1)C(c1cccs1)N1CCN(C)CC1 (stereo not given)
-6 | 1.1 | 1.1 | -8 | 0 | -10 | -2 | -8 | C=CCNC(=O)COC(=O)CNC(=O)c1cc(Cl)cc([N+](=O)[O-])c1
6 | 0.9 | 0.94 | -12 | 14 | 10 | 1 | 4 | CCCN(CCC)C(=O)c1cc2c(=O)[nH]c3ccc(C)cc3c2s1
5 | 1 | 0.95 | -3 | -1 | -2 | -3 | -1 | CCOCCCNc1nc2ccccc2[nH]1
-5 | 1.1 | 1 | -6 | 1 | -10 | -6 | -11 | CC(C(=O)NCCC1=CCCCC1)N1C(=O)c2ccccc2C1=O (stereo not given)
-2 | 0.96 | 1 | 1 | -34 | 4 | -3 | 5 | CCCCNC(=O)CSc1nnc(Cc2ccccc2)n1CC1CCCO1 (stereo not given)
9 | 1.1 | 0.91 | 14 | -7 | -7 | 8 | 4 | Cc1cccc(C)c1OCC(=O)NCC1COc2ccccc2O1 (stereo not given)
4 | 1.1 | 0.96 | 1 | -14 | -7 | -3 | -4 | CC(C)NC(=O)c1cccc(Br)c1
4 | 0.92 | 0.96 | -15 | -1 | 8 | -5 | -7 | COc1cccc(C2CC(c3cccc(NS(C)(=O)=O)c3)=NN2C(=O)c2ccccc2)c1OC (stereo not given)
-7 | 0.95 | 1.1 | -1 | 0 | 5 | 1 | -2 | COc1ccccc1CCc1nnc(CCC(=O)N(C)Cc2cccc3ncccc23)o1
-13 | 0.96 | 1.1 | 0 | -8 | 4 | 0 | 2 | Cn1ccnc1SCC(=O)N1CCN(S(=O)(=O)c2ccccc2)CC1
9 | 0.95 | 0.91 | -7 | 0 | 5 | -5 | -3 | COc1ccc([C@@H]2[C@@H]3C(=O)N(C(C)(C)C)C(=O)[C@@H]3[C@]3(Cc4ccc(Cl)cc4)C(=O)N(c4ccc(OC)cc4)C(=O)N23)cc1
-10 | 1.1 | 1.1 | -2 | -4 | -6 | -2 | -5 | O=C(CSc1ccc(Cl)cc1)Nc1ccc(N2CCN(C(=O)c3ccco3)CC2)cc1
18 | 1 | 0.82 | 17 | 13 | -2 | 0 | 6 | COc1ccccc1C1CCN(c2ccc(CO)cc2[N+](=O)[O-])CC1
-26 | 0.91 | 1.3 | 3 | 4 | 9 | 0 | -12 | Cc1ccc(NC(=O)Nc2ccccc2)c(Br)c1
2 | 1.1 | 0.98 | 0 | 37 | -8 | 0 | -2 | Cc1ccc(N2CC(=O)N(NC(=O)c3sc4nc(C)cc(C)c4c3N)CC2=O)cc1
1 | 1.1 | 0.99 | 6 | -10 | -13 | -2 | 0 | Cc1occc1-c1nnc(SCC(=O)c2c(N)n(C3CC3)c(=O)[nH]c2=O)n1C
-8 | 0.92 | 1.1 | 28 | 9 | 8 | -3 | -1 | S=C(NCc1cccc(Cl)c1)NCc1ccco1
10 | 1 | 0.9 | -8 | 10 | -1 | 0 | -5 | CC(OC(=O)CCc1nc2ccccc2c(=O)[nH]1)C(=O)Nc1cccc(C(F)(F)F)c1 (stereo not given)
6 | 1.2 | 0.94 | -7 | 28 | -16 | -1 | -3 | O=C1CSc2ccc(S(=O)(=O)NCc3ccc(F)cc3)cc2N1
-6 | 0.89 | 1.1 | -2 | -2 | 11 | 9 | -9 | COCC(=O)Nc1nc(-c2ccc([N+](=O)[O-])cc2)cs1
-2 | 1 | 1 | -4 | -3 | -3 | 1 | -8 | Cc1cccc(NS(=O)(=O)c2ccc(C)c(C(=O)NCc3ccccn3)c2)c1
-5 | 1.2 | 1.1 | 1 | -13 | -16 | -2 | 5 | CC(=O)Nc1nnc(SCC(=O)NCc2ccc3c(c2)OCO3)s1
3 | 0.89 | 0.97 | -6 | 2 | 11 | 3 | 11 | c1cncc(Nc2c3ccccc3nc3ccccc23)c1
-8 | 1.3 | 1.1 | 3 | 3 | -26 | 1 | -3 | CCN(C(=O)CN1CCCCC1C)c1c(N)n(Cc2ccccc2)c(=O)[nH]c1=O (stereo not given)
1 | 0.93 | 0.99 | 2 | -7 | 7 | -4 | -2 | N#CC1(NC(=O)Cn2cc(C(F)(F)F)cc(Cl)c2=O)CCCCC1
9 | 0.96 | 0.91 | 7 | -56 | 4 | -1 | 4 | O=c1cc(-c2ccccc2Cl)oc2ccc([N+](=O)[O-])c(O)c12
-12 | 0.98 | 1.1 | 6 | -7 | 2 | 0 | 4 | Cc1cc(NC(=O)CCN2C(=O)c3ccccc3C2=O)no1
12 | 1.1 | 0.88 | 0 | -7 | -5 | -2 | -5 | CCn1ccnc1CN(C)C(=O)c1cc(COc2ccccc2SC)on1
-3 | / | 1 | -1 | 12 | / | 1 | -5 | CCN1C[C@@H]2[C@@H]3C(=O)N(Cc4ccccc4)C(=O)[C@@H]3[C@](Cc3ccccc3)(C(=O)OC)N2C1=NC1CCCCC1
0 | 1 | 1 | -1 | -6 | -2 | 2 | -11 | COc1ccc(NC(=O)COC(=O)C(CC(C)C)N2C(=O)C3CC=CCC3C2=O)cc1Cl (stereo not given)
-3 | 0.89 | 1 | -54 | 18 | 11 | 0 | -4 | CCOc1ccc2oc(C(=O)N(C)CCc3ccc(OC)c(OC)c3)c(C)c2c1
4 | 0.95 | 0.96 | 4 | 3 | 5 | 5 | -3 | O=C(Cc1ccccc1)N/N=C/c1ccc(S(=O)(=O)O)o1
-11 | 1 | 1.1 | 7 | -15 | -3 | 19 | -4 | O=C(CSc1nc2ccccc2c(=O)n1-c1ccccc1)NC(=O)CN1CCCC1=O
2 | 0.95 | 0.98 | 1 | -18 | 5 | -2 | 10 | CS(=O)(=O)c1ccc2nc(NC(=O)Nc3ccc(Cl)cc3)sc2c1
-9 | 1 | 1.1 | 0 | 14 | -3 | 0 | 3 | C=CCC(C(=O)OC)(C(=O)OC)c1ccccc1[N+](=O)[O-]
11 | 1.1 | 0.89 | -3 | 3 | -7 | -6 | -1 | O=C(/C=C/c1cccs1)c1ccc([N+](=O)[O-])cc1
-16 | 1.1 | 1.2 | -3 | -4 | -8 | -3 | -3 | C=C1CCN([C@@H](CC(C)C)C(=O)NCCC(C)C)S(=O)(=O)c2ccccc21
-7 | 0.95 | 1.1 | 3 | 1 | 5 | -2 | -3 | CCOC(=O)N1CCN(C2CC(=O)N(c3ccc(C)cc3)C2=O)CC1 (stereo not given)
6 | 1.1 | 0.94 | 13 | -13 | -7 | -2 | -1 | COc1ccc(OCc2cc(C(=O)N3CCCCCCC3)no2)c(Cl)c1
8 | 1 | 0.92 | -4 | 1 | 0 | -5 | -2 | COc1ccccc1NS(=O)(=O)c1cccc(C(=O)N(C)Cc2cccs2)c1
1 | 1 | 0.99 | -3 | -8 | -2 | 2 | -3 | Cc1cc(C)n(-c2nnc(SCC(=O)NC3CCCC3)c3ccccc23)n1
-4 | 1.1 | 1 | -9 | -19 | -9 | 4 | -11 | CCN(CC)C(=O)C(=O)N/N=C/c1ccc(Br)cc1
-7 | 1.4 | 1.1 | 1 | -8 | -36 | -4 | 0 | CCCCCn1nc(C)c2c(C)cc(=O)[nH]c21
-5 | 1.1 | 1.1 | 1 | -10 | -13 | -1 | 4 | COc1ccccc1NCCC(=O)OCC(=O)NC1CC1
-3 | 1.2 | 1 | -4 | 4 | -16 | 2 | 6 | COc1ccccc1C(C)NC(=O)Cc1ccc(S(=O)(=O)N2CCOCC2)s1 (stereo not given)
10 | 0.96 | 0.9 | -12 | 17 | 4 | -2 | -8 | CCn1c(NC(=O)Nc2ccccc2OC)nc2ccccc21
0 | 1.4 | 1 | -14 | 30 | -40 | 1 | 5 | CC(C)(C)OC(=O)NCCCCCNC(=O)c1[nH]cnc1C(=O)N[C@@H](Cc1ccccc1)C(=O)OCc1ccccc1

Reformatted: entries from further up.
Each structure is followed by: mIAP block, hIAP act, mIAP activ, ATG4B inh, PfG6PD inh, hIAP block, A3A deaminase, HKDC1 inh
CC(=O)Nc1nnc(SCC(=O)NCc2ccc3c(c2)OCO3)s1
  -5, 1.2, 1.1, 1, -13, -16, -2, 5
c1cncc(Nc2c3ccccc3nc3ccccc23)c1
  3, 0.89, 0.97, -6, 2, 11, 3, 11
CCN(C(=O)CN1CCCCC1C)c1c(N)n(Cc2ccccc2)c(=O)[nH]c1=O (stereo not given)
  -8, 1.3, 1.1, 3, 3, -26, 1, -3
N#CC1(NC(=O)Cn2cc(C(F)(F)F)cc(Cl)c2=O)CCCCC1
  1, 0.93, 0.99, 2, -7, 7, -4, -2
O=c1cc(-c2ccccc2Cl)oc2ccc([N+](=O)[O-])c(O)c12
  9, 0.96, 0.91, 7, -56, 4, -1, 4
Cc1cc(NC(=O)CCN2C(=O)c3ccccc3C2=O)no1
  -12, 0.98, 1.1, 6, -7, 2, 0, 4
CCn1ccnc1CN(C)C(=O)c1cc(COc2ccccc2SC)on1
  12, 1.1, 0.88, 0, -7, -5, -2, -5
CCN1C[C@@H]2[C@@H]3C(=O)N(Cc4ccccc4)C(=O)[C@@H]3[C@](Cc3ccccc3)(C(=O)OC)N2C1=NC1CCCCC1
  -3, /, 1, -1, 12, /, 1, -5
COc1ccc(NC(=O)COC(=O)C(CC(C)C)N2C(=O)C3CC=CCC3C2=O)cc1Cl (stereo not given)
  0, 1, 1, -1, -6, -2, 2, -11
CCOc1ccc2oc(C(=O)N(C)CCc3ccc(OC)c(OC)c3)c(C)c2c1
  -3, 0.89, 1, -54, 18, 11, 0, -4

Assay outcomes: PubChem, Sanford-Burnham Center for Chemical Genomics
